# Screening data: PubChem BioAssay, several laboratories
# Myeloid diff 2: myeloid differentiation induction. ER-HoxA9 myeloid progenitors, lysozyme-GFP differentiation, flow cytometry. calls only at 10 µM. 1% of 360,000 active;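 active = normalized GFP-positive differentiation at or above the plate's own cutoff, the solvent-only control mean plus 3 SD; inconclusive = no clear call, values can overlap the other calls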;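 note: cells exposed to compound for four days before flow analysis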
# T cell modulator: T cell immune modulation candidate; 0.068% of 330,000 active; calls only at 7 µM; 2C CD8+ T cell-vesicle binding, flow cytometry; active compounds read low; AID 2052;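 active = response, share of CD8 T cells binding vesicles, and their 90th percentile fluorescence all below set limits, cut at about 80% in these data, passing the limit was not always enough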
#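 Incubation: binding step 1.5 h, 37 °C, antibody labelling 20 min, ice; system: murine 2C transgenic CD8+ T lymphocytes; technique: cytometric PE anti-B7-1 and Alexa647 anti-CD8 signals after 1% paraformaldehyde fixation; also added: QL9-charged Drosophila Ld/ICAM-1/B7-1 vesicles; control set: naked versus QL9-loaded vesicles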
# Hep lipid drop: hepatic lipid droplet formation modulation | AML12 mouse hepatocytes, oleate lipid droplets, BODIPY imaging | inhibition, % at 6.5 µM | 0.4% of 240,000 active | AID 1656;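 active = lipid droplet intensity inhibited by at least 50%, with more than 500 cells counted; inconclusive = wells with under 300 cells, treated as cytotoxic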
#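 System: AML12 hepatocytes (mouse). Probe or stimulus: oleic acid at 100 µM to induce lipid droplet formation. Times: overnight treatment with compound plus oleate. Detection: Image-based BODIPY and DAPI two-channel analysis. Evaluation: percent inhibition of filter-corrected integrated lipid droplet intensity per well.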
# Hep lipid drop cells 6.5 µM: second read-out of Hep lipid drop, no call of its own (marks repeat the call); cell count; measured here: cell count, cytotoxicity flag;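 cells counted across two imaged fields per well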
# T cell modulator vesicle-bound %: also measured in T cell modulator; calls as there; double positive events, %; measured here: CD8+ vesicle-bound cell fraction;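 binding gate set so that unloaded-vesicle control wells show 10% double positive cells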
# Myeloid diff 2 GFP+ MAC1+ %: second read-out of Myeloid diff 2, no call of its own (marks repeat the call); GFP+ MAC1+ double positive, %; measured here: differentiation confirmed by MAC1 staining
# Active calls of the source: *; i = inactive; ? = inconclusive; . = no result given. Only part of the results is shown (hit frequency here may not be typical).
# The line under a structure holds: Myeloid diff 2 GFP+ MAC1+ %, Myeloid diff 2, T cell modulator, Hep lipid drop, Hep lipid drop cells 6.5 µM, T cell modulator vesicle-bound %
CC(=O)Nc1ccc(S(=O)(=O)Nc2cc(C)cn(Cc3ccccc3)c2=O)cc1
  7.9, i, i, 2, 737, 41
CCOc1cccc(CN2CCC(Oc3ccc(C(=O)N4CCCC4)cc3)CC2)c1
  2.3, i, i, -1, 674, 26
COc1ccc(NC(=S)NCc2ccccc2)c(OC)c1
  0.5, i, i, -9, 895, 58
COC(=O)c1cc(S(=O)(=O)N2CCN(C(=O)c3ccco3)CC2)cn1C
  0.6, i, i, 10, 713, 45
COCCNC(=S)N1CCCN(c2nc3cc(C)ccc3cc2C#N)CC1
  0.3, i, i, 2, 800, 51
CCCCn1c(CCCNC(=O)c2ccco2)nc2ccccc21
  0.5, i, i, -10, 856, 29
Cc1cc2[nH]c(=O)c(=O)[nH]c2cc1S(=O)(=O)NCc1ccc(Cl)cc1
  1.6, i, i, -8, 803, 40
CCCc1cc(C(=O)NNC(=S)NC2CCCCC2)cs1
  0.0, i, i, -3, 656, 25
Clc1ccc(CN2CCN(c3ncccn3)CC2)cc1
  0.2, i, i, -2, 790, 35
CCOC(=O)c1c(NC(=O)COc2ccc3ccc(=O)oc3c2)sc(C(=O)N(C)C)c1C
  3.9, i, i, -12, 814, 10
COCCN1C(=O)C(=O)/C(=C(/O)c2ccc(S(=O)(=O)N3CCOCC3)cc2)C1c1ccc(OC)c(OC)c1 (centres undefined)
  1.0, i, i, 2, 846, 39
O=C(O)/C(=C/c1ccco1)NC(=O)c1ccc(Br)o1
  0.8, i, i, -3, 799, 59
CN(C(=O)C1CCC(=O)N(Cc2ccccc2F)C1)C1CCOCC1 (centres undefined)
  0.4, i, i, 1, 871, 6
Cc1cc(NC(=O)CSc2c[nH]c3ccccc23)no1
  1.0, i, i, -4, 660, 8
CCOc1ccc(NC(=O)CSc2nc3ccccc3c(=O)n2CCCC(=O)NCC2CCCO2)cc1 (centres undefined)
  ., ?, i, 0, 784, 58
CC(C)(C)c1ccc(C(=O)NCc2nnc(SCC(=O)NCC3CCCO3)o2)cc1 (centres undefined)
  2.6, i, i, 3, 819, 39
CCOC(=O)c1cc(S(=O)(=O)NCCc2ccccc2)cn1C
  0.8, i, i, -4, 735, 47
CCN(CC)c1nc2c(c(=O)[nH]c(=O)n2C)n1Cc1ccccc1
  0.7, i, i, -5, 760, 47
COc1ccccc1OCCn1ccnc1
  0.6, i, i, 1, 814, 46
Cc1cc(C)cc(NC(=O)CNC(c2ccccc2)c2ccccc2)c1
  1.8, i, i, -6, 719, 37
CC(=O)c1ccc(OCc2cc(C(=O)N(C)Cc3ncc(C)[nH]3)no2)cc1
  1.0, i, i, -22, 651, 63
N=C1/C(=C\c2ccc(OC(=O)c3ccccc3)cc2)C(=O)N=C2SC(N3CCOCC3)=NN12
  0.9, i, i, 4, 780, 19
Cc1ccc(NC(=O)CSc2nc3ccccc3nc2N2CCCC2)cc1
  3.8, i, i, 70*, 732*, 24
CCOc1ccc(S(=O)(=O)N2CCCC(C(=O)N3CCOCC3)C2)cc1Cl (centres undefined)
  0.6, i, i, -19, 763, 29
CSCCC(NC(=O)c1ccccc1)C(=O)N(C)CC(=O)Nc1ccc(N2CCOCC2)cc1 (centres undefined)
  3.0, i, i, 6, 621, 48
COc1ccc(C)cc1N(CC(=O)N1CCCC1)S(C)(=O)=O
  0.7, i, i, 4, 847, 44
Cc1ccc(S(=O)(=O)NC(=O)Nc2cc(C)no2)cc1
  0.7, i, i, -3, 824, 30
Nc1ncc(Br)cc1S(=O)(=O)Nc1cc(C(F)(F)F)cc(C(F)(F)F)c1
  1.2, i, i, -7, 740, 10
Clc1cccc(CN2CCCCCC2)c1Cl
  0.4, i, i, 6, 821, 42
COC(=O)c1c(NC(=O)c2ccoc2C)sc(C)c1C
  0.2, i, i, 0, 837, 8

# Pulled one by one from the entries so far, 2 records:
# The line under a structure holds: Myeloid diff 2 GFP+ MAC1+ %, Myeloid diff 2, T cell modulator, Hep lipid drop, Hep lipid drop cells 6.5 µM, T cell modulator vesicle-bound %
Cc1ccc(S(=O)(=O)NC(=O)Nc2cc(C)no2)cc1
  0.7, i, i, -3, 824, 30
CCOC(=O)c1cc(S(=O)(=O)NCCc2ccccc2)cn1C
  0.8, i, i, -4, 735, 47

# Further compounds:
# The line under a structure holds: Myeloid diff 2 GFP+ MAC1+ %, Myeloid diff 2, T cell modulator, Hep lipid drop, Hep lipid drop cells 6.5 µM, T cell modulator vesicle-bound %
O=c1nccc(N/N=C/c2cccc(O)c2)[nH]1
  1.0, i, i, 3, 805, 43
O=C(c1cccs1)N1CCC(c2nc3c(nnn3Cc3ccccc3Cl)c(=O)[nH]2)CC1
  0.9, i, i, 1, 778, 16
O=C(CCN1C(=O)[C@@H]2Cc3ccccc3CN2C1=O)N[C@@H](C(=O)O)c1ccccc1
  1.4, i, i, 3, 813, 29
O=C(CSc1nnc(-c2ccc(Br)cc2)o1)Nc1cccc(C(=O)O)c1
  0.1, i, i, 2, 662, 66
Cc1ccc2nc(-c3ccc(Br)cc3)cn2c1
  0.4, i, i, 3, 840, 65
CC(C)[C@@H](C(=O)O)N(Cc1cccc(CN([C@H](C(=O)O)C(C)C)S(C)(=O)=O)c1)S(C)(=O)=O
  1.7, i, i, 10, 780, 45
CCc1ccccc1NC(=O)COC(=O)C1C2CC3OC(=O)C1C3C2 (centres undefined)
  8.7, i, i, -11, 799, 45
Cc1ccc(/C=C2/C(=N)N3N=C(CC(=O)N4CCCC4)SC3=NC2=O)cc1
  1.2, i, i, 15, 674, 32
CCc1nn(CC(=O)N2CCN(CC)CC2)c(=O)c2cc3sccc3n12
  2.5, i, i, -5, 818, 59
Cc1cc(C)c(C)c(S(=O)(=O)NCc2ccncc2)c1C
  0.0, i, i, -19, 828, 27
O=C1CCCN2N=C(SCC(=O)Nc3ccc(Cl)cc3)SC2=N1
  0.9, i, i, 7, 792, 16
Cc1nnc(SCC(=O)NC2CCCCCC2)n1C
  0.0, i, i, 4, 824, 6
Cc1ccc(C)c(C(=O)C(C)Sc2nc3nn(-c4ccccc4)c(=O)c-3c3n2CCCCC3)c1 (centres undefined)
  1.2, i, i, 15, 785, 27
Cc1ccc(OCC(=O)Nc2ccc(CN3CCOCC3)cc2)cc1
  ., ?, i, -2, 684, 22
CCc1ccccc1NS(=O)(=O)c1c(C(=O)N2CCCCCC2)c(C)n(C)c1C
  2.5, i, i, 1, 765, 7
Cn1cc([N+](=O)[O-])c(C(=O)NC2CCCCCC2)n1
  0.8, i, i, 4, 679, 14
Cc1ccc(C(=O)N2CCCN(c3nc4cc5c(cc4cc3C#N)OCO5)CC2)cc1
  2.0, i, i, -57, 761, 33
COc1ccc(C(=O)C2CCCN(S(=O)(=O)N(C)C)C2)c(C)c1 (centres undefined)
  0.3, i, i, -1, 875, 64
COc1ccc(OC)c(CCNC(=O)C2CCN(c3ncnc4c3nc3n4CCCCC3)CC2)c1
  4.6, i, i, -2, 706, 16
CCOC(=O)N1CCN(CC(O)COc2ccc(CC)cc2)CC1 (centres undefined)
  0.4, i, i, -12, 775, 15
CCc1cc(C(=O)N2CCN(c3ccccn3)CC2)sc1C
  0.6, i, i, 3, 786, 23
COc1ccc(C(C(=O)NC2CCCCC2)N(C(=O)c2csnn2)C2CC2)cc1 (centres undefined)
  0.8, i, i, -2, 804, 25
Cc1ccccc1NS(=O)(=O)c1cc(C(=O)NCc2ccncc2)ccc1Cl
  0.4, i, i, 1, 794, 42
O=C(CNc1ccccc1)N/N=C/c1c(O)ccc2ccccc12
  0.1, i, i, -1, 849, 22
Nc1c(-c2ccc(Cl)cc2)cnn1-c1ccccc1
  0.5, i, i, -1, 411, 49
CC(=O)c1ccc(OCCn2c(SCC(=O)O)nc3ccccc32)cc1
  0.3, i, i, 6, 875, 58
Cc1ccc(N2CC(C(=O)N3CCCCCC3)CC2=O)cc1 (centres undefined)
  0.5, i, i, -6, 613, 68
COc1ccc(C(C)NC(=O)CCc2ccccc2)cc1 (centres undefined)
  0.3, i, i, -10, 798, 60
Cn1c(=O)c(=O)n(C)c2cc(N3CCCC3)c(NS(=O)(=O)c3ccc(F)cc3)cc21
  1.4, i, i, -2, 777, 12
COc1ccc(N2CCN(C(=O)Cc3ccc(C)cc3)CC2)cc1
  0.7, i, i, -12, 775, 36

# Further records follow:
# The line under a structure holds: Myeloid diff 2 GFP+ MAC1+ %, Myeloid diff 2, T cell modulator, Hep lipid drop, Hep lipid drop cells 6.5 µM, T cell modulator vesicle-bound %
CC(C)N(C)Cc1nnnn1CC(=O)N(C)Cc1ccc(F)cc1
  0.4, i, i, 12, 802, 68
O=C(CCN1CCN(CCO)CC1)Nc1ccccc1
  0.2, i, i, 0, 784, 50
O=C(NCc1ccc(Cl)cc1)C1CCN(C(=O)c2ccco2)CC1
  1.4, i, i, -12, 816, 32
CCc1ccc2[nH]cc(S(=O)(=O)c3ccc(C)c(C)c3)c(=O)c2c1
  0.4, i, i, -1, 826, 64
CCOC(=O)C1=C(C)N(CCCCCC(=O)O)C(=O)NC1c1cccc([N+](=O)[O-])c1 (centres undefined)
  1.4, i, i, 8, 807, 5
O=C(CCC(=O)c1ccc(Cl)cc1)NCc1ccccc1
  0.3, i, i, -2, 660, 13
COc1ccc(-n2c(SCC(=O)Nc3ccccc3C)nc(O)c(Cc3ccccc3)c2=O)cc1
  0.5, i, i, 31, 715, 61
Fc1ccc(CNc2ccc(N3CCN(Cc4ccccc4)CC3)cc2)cc1
  0.6, i, i, 0, 811, 53
COc1cc(S(=O)(=O)NC2CCCCC2C)ccc1F (centres undefined)
  1.3, i, i, -6, 851, 62
Cc1cc(C)nc(NCc2ccc(Cl)cc2)n1
  0.2, i, i, -2, 871, 55
COc1ccc(N(CC(=O)NN=C2CCN(C)CC2)S(=O)(=O)c2ccc(NC(C)=O)cc2)cc1
  4.7, i, i, -2, 802, 25
CCN1C(=O)[C@H]2[C@@H](c3ccc(Cl)cc3)N3C(=O)CN(CCOC)C(=O)[C@@]3(C)[C@H]2C1=O
  0.7, i, i, -2, 776, 19
O=S(=O)(NCCc1ccc(Cl)cc1)c1cccc2cccnc12
  1.4, i, i, -3, 810, 27
O=S(=O)(NCC(c1cccnc1)N1CCc2ccccc2C1)c1ccccc1 (centres undefined)
  0.6, i, i, -9, 741, 32
COc1ccc(CN2CCNC(=O)C2CC(=O)NCCCn2cccn2)cc1C (centres undefined)
  1.4, i, i, -13, 667, 62
Cc1cc(C)cc(NC(=S)N2C3CCCC2CC(NC(=O)C2CC2)C3)c1 (centres undefined)
  0.8, i, i, -27, 816, 16
COc1cc(=O)[nH]c(SC(C)C(=O)Nc2ccc3ccccc3c2)n1 (centres undefined)
  0.4, i, i, -35, 727, 18
Cc1cc(C)cc(NC(=O)CCn2ccnc2)c1
  2.0, i, i, -14, 813, 8
Fc1ccc(-c2ccc(CNCc3ccccn3)o2)cc1
  0.4, i, i, 0, 734, 17
O=C(CN1CCCCCC1)Nc1ccccc1[N+](=O)[O-]
  0.5, i, i, -4, 761, 64
O=C(COc1ccc(F)cc1)N(Cc1cccc(Br)c1)C1CCS(=O)(=O)C1 (centres undefined)
  0.4, i, i, -38, 663, 56
CCn1c(SCC(=O)Nc2cccc(O)c2)nc2c1c(=O)n(C)c(=O)n2C
  0.3, i, i, -6, 769, 55
S=C(NCc1ccncc1)Nc1ccc(Br)cc1Cl
  1.7, i, i, 12, 616, 66
CCCC1C(=O)Nc2ccccc2N1C(=O)c1cccc(C)c1 (centres undefined)
  0.9, i, i, -62, 693, 58
NCCSC1CC(=O)N(c2ccc(Cl)c(Cl)c2)C1=O (centres undefined)
  0.7, i, i, -1, 791, 30
COC(=O)c1scc(C)c1NC(=O)c1ccccc1F
  0.3, i, i, 13, 810, 50
Cc1nnc(NC(=O)CSc2nnc(CNC(=O)c3ccccc3)o2)s1
  5.0, i, i, -4, 833, 17

# 5 compounds from above, arranged by molar mass, ascending:
# The line under a structure holds: Myeloid diff 2 GFP+ MAC1+ %, Myeloid diff 2, T cell modulator, Hep lipid drop, Hep lipid drop cells 6.5 µM, T cell modulator vesicle-bound %
CCCC1C(=O)Nc2ccccc2N1C(=O)c1cccc(C)c1 (centres undefined)
  0.9, i, i, -62, 693, 58
O=C(NCc1ccc(Cl)cc1)C1CCN(C(=O)c2ccco2)CC1
  1.4, i, i, -12, 816, 32
S=C(NCc1ccncc1)Nc1ccc(Br)cc1Cl
  1.7, i, i, 12, 616, 66
Fc1ccc(CNc2ccc(N3CCN(Cc4ccccc4)CC3)cc2)cc1
  0.6, i, i, 0, 811, 53
COc1ccc(N(CC(=O)NN=C2CCN(C)CC2)S(=O)(=O)c2ccc(NC(C)=O)cc2)cc1
  4.7, i, i, -2, 802, 25
